A549 tox – A549 cytotoxicity, counter-screen for Nrf2 inhibitors; A549 ARE-Fluc cells, CellTiter-Fluor viability, 18-24 h; Potency, µM (highest dose often 46 µM), for inactives: top-dose activity change, negative = cytotoxicity, usual class: inhibitors; hit rate 0.16% among 390,000; AID 504648; further: potency means the concentration at half of the fitted maximal effect; on the % scale 0 is the no-effect control and ±100 the full control effect
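A549 ARE_Fluc cells in 5% FBS OPTI-MEM were exposed to compounds in concentration-response for 18-24 h at 37 deg C. Viability was read by CellTiter-Fluor fluorescence (Ex 405/Em 525) after 30 min, before the luciferase read.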
Akt phos inh – Akt phosphorylation inhibition; Neuro2A IGF-stimulated pAkt S473 HTRF, 20 min; stronger effect = lower value; activity change, % for hits at 50 µM; hit rate 0.32% among 360,000; AID 651550; in the data active means activity change below about -80%; inconclusive means mostly about -51% to -80%; further: on the % scale 0 is the no-effect control and ±100 the full control effect
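Neuro2A cells in DMEM with 0.5% FBS, overnight at 37 deg C, given compound at single 50 µM final, then IGF (6 nM final) for 20 min at 37 deg C. Lysed; phospho-Akt Ser473 by HTRF after 24 h, 665/615 ratio.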
EPAC2 agonist – EPAC2 (human) agonism; Q8WZA2; EPAC2 activation, biochemical qHTS; response scale: 100% = 6.5 mM cAMP response; Potency, µM (series often up to 154 µM), without a hit: at the highest dose activation, most hits filed as activators; hit rate 0.079% among 360,000; further: potency means the concentration at half of the fitted maximal effect; nearly all actives have a fitted effect of over 50% in size
Target sequence (Q8WZA2 whole entry, looked up): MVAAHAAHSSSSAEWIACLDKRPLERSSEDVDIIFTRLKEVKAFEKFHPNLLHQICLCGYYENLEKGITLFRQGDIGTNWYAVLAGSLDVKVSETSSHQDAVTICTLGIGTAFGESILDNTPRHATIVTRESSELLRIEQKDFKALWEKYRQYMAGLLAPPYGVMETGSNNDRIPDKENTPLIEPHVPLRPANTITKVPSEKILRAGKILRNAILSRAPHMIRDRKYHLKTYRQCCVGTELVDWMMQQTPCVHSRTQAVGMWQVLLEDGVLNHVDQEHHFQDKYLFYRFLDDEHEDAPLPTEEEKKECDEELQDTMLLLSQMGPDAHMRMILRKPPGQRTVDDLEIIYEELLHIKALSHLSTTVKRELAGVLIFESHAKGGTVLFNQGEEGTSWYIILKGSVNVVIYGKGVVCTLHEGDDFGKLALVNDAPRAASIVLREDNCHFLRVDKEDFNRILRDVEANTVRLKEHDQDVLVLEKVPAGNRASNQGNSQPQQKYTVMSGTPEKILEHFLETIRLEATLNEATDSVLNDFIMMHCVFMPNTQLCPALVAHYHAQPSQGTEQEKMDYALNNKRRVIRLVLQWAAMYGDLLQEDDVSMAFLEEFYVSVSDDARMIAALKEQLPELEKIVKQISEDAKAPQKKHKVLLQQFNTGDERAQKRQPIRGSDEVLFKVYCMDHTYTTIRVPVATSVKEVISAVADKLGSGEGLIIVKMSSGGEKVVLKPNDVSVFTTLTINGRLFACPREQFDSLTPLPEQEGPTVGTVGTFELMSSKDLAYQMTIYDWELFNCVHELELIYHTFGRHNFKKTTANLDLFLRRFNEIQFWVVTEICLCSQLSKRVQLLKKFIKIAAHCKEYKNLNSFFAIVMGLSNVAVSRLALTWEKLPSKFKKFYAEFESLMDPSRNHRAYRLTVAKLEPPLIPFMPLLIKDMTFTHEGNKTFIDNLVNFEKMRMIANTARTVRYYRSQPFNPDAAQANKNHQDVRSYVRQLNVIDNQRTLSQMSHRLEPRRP
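Each well held 100 nM EPAC2, 250 nM RAP1B-BODIPY-GDP and 50 uM GDP. Fluorescence, read at 5-min intervals to 30 min, was referenced to a 6.5 mM cAMP positive control.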
TGFb inhibitor – inhibitors of TGF-b signaling. HepG2 CAGA-GFP TGF-b/SMAD3 reporter, GFP fluorescence, 18 h; TGF-beta stimulated, 500 pg/mL final. Potency, µM (top dose mostly 46.1 µM), without a hit: at the highest dose activity, negative = inhibition, actives largely listed as inhibitors. hit rate 1.2% among 410,000. AID 588855; further: potency means the concentration at half of the fitted maximal effect; on the % scale 0 is the no-effect control and ±100 the full control effect; nearly all actives have a fitted effect of over 65% in size
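HEPG2 CAGA-GFP reporter cells (1000/well, DMEM with 1% FBS) received compounds, then recombinant TGF-beta at 500 pg/mL final for 18 hours at 37 degrees C. Per-cell GFP summed per well was normalised to unstimulated and stimulated DMSO controls before curve fitting.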
MmCpn inh – M. maripaludis TRiC chaperonin inhibition. purified Mm-Cpn ATPase, ADP Transcreener TR-FRET. Potency, µM (titrated, usually from 76.9 µM), without a hit: at the top dose activity, negative = inhibition, hits mostly inhibitors. hit rate 0.031% among 330,000. AID 504842; further: potency means the concentration at half of the fitted maximal effect; on the % scale 0 is the no-effect control and ±100 the full control effect; nearly all actives have a fitted effect of over 80% in size
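Compound-treated chaperonin, 25 nM final, turns over 10 uM ATP at 37°C for 30 min following a 10 min preincubation; ADP generated competes with ADP-d2 for Eu-cryptate antibody, lowering FRET.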
EPAC2 antagonist – antagonists of human EPAC2; Q8WZA2; EPAC2 GEF exchange of Rap1B-BODIPY-GDP, fluorescence; Potency, µM (highest dose often 114 µM), for the others: at the highest dose activity, negative = inhibition, actives largely listed as inhibitors; hit rate 0.18% among 360,000; AID 720708; further: potency means the concentration at half of the fitted maximal effect; on the % scale 0 is the no-effect control and ±100 the full control effect; nearly all actives have a fitted effect of over 45% in size; many of its hits are not listed in these tables
Nrf2 ARE act – activates Nrf2 signaling; AREc32 ARE-luciferase reporter (MCF7-derived line), luminescence, 24 h; Potency, µM (series often up to 46.1 µM), without a hit: top-dose activation, usual class: activators; hit rate 0.31% among 410,000; further: potency means the concentration at half of the fitted maximal effect; % of control where 0% means no effect; nearly all actives have a fitted effect of over 65% in size
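Luciferase luminescence (Steady-Glo, 30 min at room temperature) served as the read-out of ARE activation in AREc32 cells treated with compounds for 24 hr at 37 deg C.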
CCT modulator – cytosolic chaperonin activity modulation; activity change, % (concentration not given with the values), hits read low; hit rate 0.3% among 360,000; purified chaperonin ATPase assay, HTRF ADP detection, 30 min; in the data active means activity change below about -30%; further: on the % scale 0 is the no-effect control and ±100 the full control effect
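TRiC (40 or 20 nM final, by batch activity) in 30 mM Tris pH 7.4, 100 mM KCl, 5 mM MgCl2, 1 mM DTT was treated with compound at 76 uM single dose, then 10 uM ATP, 30 min at 37 °C. ADP was read by HTRF Transcreener.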
Nrf2 block – blocks Nrf2 signaling. A549 ARE-Fluc reporter, luciferase luminescence, 18-24 h. Potency, µM (top dose mostly 46 µM), for inactives: at the top dose activity change, negative = inhibition, most hits filed as inhibitors. hit rate 2.1% among 360,000. AID 504444; further: potency means the concentration at half of the fitted maximal effect; on the % scale 0 is the no-effect control and ±100 the full control effect; nearly all actives have a fitted effect of over 60% in size
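Concentration-response testing used A549 ARE_Fluc cells at 5000 cells/well. Following an 18-24 h compound incubation, viability was read by fluorescence (Ex 405/Em 525) and luciferase output by luminescence.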
Numbers without * were called inactive; i = inactive; u = inconclusive; x = not tested or not shown; & = joins results of further samples; [ ] = remark or other dose. Unless noted, the call rests on the fitted dose curve; in most records, active means well fitted curve in the direction sought with a large enough effect; inconclusive means small, poorly fitted or top-dose-only effect, or another doubt; inactive means no such curve, though single readings can be large; an effect the other way counts as inactive or inconclusive. A portion of the library; count on the stated rates, not on these rows.

SMILES,A549 tox,Akt phos inh,EPAC2 agonist,TGFb inhibitor,MmCpn inh,EPAC2 antagonist,Nrf2 ARE act,CCT modulator,Nrf2 block
O=C(NC1CCCC1)c1ncn[nH]1,-5%,i,13%,-8%,-2%,10%,-0.4%,1.9,6%
O=C(NCc1ccc(F)cc1)C1CCN(C(=O)c2cnn(-c3ccccc3)c2-n2cccc2)CC1,-1%,x,x,u,x,x,5.8%,x,-11%
Cc1ccc(-c2ccc(=O)n(CC(=O)Nc3ccc(F)c(Cl)c3)n2)cc1C,1%,x,x,-4%,x,x,0.4%,x,-4%
CN1CCN(c2nc(-c3ccc(C(C)(C)C)cc3)nc3ccccc23)CC1,1%,i,17%,u,0%,-17%,3.6%,-1.6,u
COc1ccc(C(=O)NCC(=O)OCC(=O)N2CCCc3ccccc32)cc1,-6%,i,1%,-9%,0%,4%,0.0%,0.9,8%
Cc1cc(NS(=O)(=O)c2ccc(NC(=S)NC(=O)c3cccc(S(=O)(=O)N(C)C)c3)cc2)no1,0%,i,-4%,3%,-2%,10%,-0.2%,0.5,-7%
COc1ccc(-c2noc(C(=O)NCc3ccc(F)cc3)n2)cc1OC,5%,i,5%,-5%,0%,-34%,2.5%,1.7,-6%
Cn1c(=O)[nH]c(=O)c2c1nc(CN1CCN(c3ccc(F)cc3)CC1)n2CCN1CCOCC1,-5%,i,0%,4%,0%,0%,0.1%,0.4,5%
CCCCn1c(SCC(=O)Nc2nnc(C(C)C)s2)nc2c1c(=O)n(C)c(=O)n2C,u,i,-14%,13%,1%,-1%,-0.7%,-1.2,7.3µM*
CCOc1ccc(CCNC(=O)COC(=O)c2nn(C)c(=O)c3ccccc23)cc1OCC,1%,i,-2%,0%,-2%,2%,-0.3%,1.3,11%
COc1ccc(S(=O)(=O)Nc2ccc(NC(C)=O)cc2)cc1Cl,-5%,i,10%,-1%,-1%,3%,-0.8%,1.4,-9%
O=c1cnn(Cc2ccc(F)cc2)c2ccccc12,-15%,i,12%,8%,1%,-2%,0.2%,-0.1,0%
COc1ccccc1CN1CC(C(=O)NCC2(O)CCCCC2)CCC1=O (centres undefined),x,i,-10%,0%,x,7%,-1.0%,0.9,x
Cc1c(C(C)C)c(=O)n(-c2ccc(S(=O)(=O)NC(C)C)cc2)n1C,-17%,i,6%,59%[activator],-1%,3%,0.0%,1.0,18µM*
O=C(O)C1=C[C@H](c2ccc(F)cc2)C[C@H](OCc2ccc(CO)cc2)O1,-7%,i,14%,8%,-1%,20%,3.2%,1.4,4%

SMILES,A549 tox,Akt phos inh,EPAC2 agonist,TGFb inhibitor,MmCpn inh,EPAC2 antagonist,Nrf2 ARE act,CCT modulator,Nrf2 block
COc1ccc2c(=O)cc(-c3ccccc3)n(C)c2c1,3%,i,10%,-3%,2%,-7%,5.2%,-3.1,1%
CCOC(=O)N1CCN(C(=O)C2CCN(Cc3ccc(O)c(OCC)c3)CC2)CC1,3%,i,2%,11%,0%,9%,-0.1%[9.22 µM],-2.6,10%
Cc1ccccc1CN(C)C(C)C(=O)NCc1ccccc1 (centres undefined),-3%,i,5%,u,-1%,-12%,-0.7%,2.0,-5%
Cn1nnnc1SCC(=O)Nc1cc(C(C)(C)C)nn1-c1ccccc1,-8%,i,-7%,2%,2%,0%,0.4%,-1.2,-3%
Cc1cc(OC(=O)c2ccc(S(=O)(=O)N(C)C)cc2)cc(=O)o1,-7%,i,-2%,0%,1%,5%,0.1%,0.4,8%
O=C(Nc1nc2ccc(Cl)cc2s1)C1CCCO1 (centres undefined),-1%,x,7.9µM*,-6%,2%,-4%,2.6%,-0.8,u
CCCCN(C(=N)N1CCCCC1)c1nc(C)c([N+](=O)[O-])c(=O)[nH]1,-3%,i,7%,9%,0%,2%,-0.6%,-1.5,1%
N#Cc1c(NC(=O)CSc2ncnc3c2cnn3-c2ccccc2Cl)sc2c1CCCC2,10%,i,6%,12%,-1%,-3%,0.1%,0.5,u
O=C1c2ccccc2C(=O)N1CC1c2ccccc2CCN1C(=O)C1CCCCC1 (centres undefined),-10%[1.84 µM],i,12%,-15%,2%,-1%,0.3%,-4.4,2%
COc1ccc(/C=N/NC(=O)c2cccc([N+](=O)[O-])c2)cc1OS(=O)(=O)c1ccccc1,-3%,i,2%,-2%,x,3%,4.2%,1.7,-15%
Cc1c(C#N)c2ccccc2n1CC(=O)N1CCCc2ccccc21,4%,i,0%,5%,-2%,-12%,0.2%,-3.7,-12%
O=S(=O)(C=C(c1ccccc1)c1ccccc1)c1ccccc1,13%,i,20%,23%,0%,-9%,0.3%,-0.9,x
Cc1ccc(OCC(=O)NCC2(N3CCN(C)CC3)CCCCC2)cc1C,-7%,x,x,-17%,x,x,2.7%,x,3%
COc1ccccc1N(CC(=O)NC1CCCCC1)C(=O)CCC(=O)Nc1nccs1,-5%,i,2%,-14%,0%,1%,0.1%,1.2,-1%
CCOC(=O)C(C)Sc1cc(CS(=O)(=O)c2ccccc2)nc(-c2ccccc2)n1 (centres undefined),-10%,i,-5%,u,-2%,-3%,0.3%,-2.7,11%

SMILES,A549 tox,Akt phos inh,EPAC2 agonist,TGFb inhibitor,MmCpn inh,EPAC2 antagonist,Nrf2 ARE act,CCT modulator,Nrf2 block
C#CCOCCOCCOCCNc1nc(N2CCN(C(=O)CCCCCCCCCCNC(=O)[C@H]([C@@H](C)CC)n3cc(CCCCN=C(N)N)nn3)CC2)nc(N2CCN(C(=O)CCCCCCCCCCNC(=O)[C@@H]([C@H](C)O)n3cc(C)nn3)CC2)n1,u,i,-14%,u,4%,-21%,-3.4%,1.7,23µM*
Cc1ccc(C2=Nc3ccccc3N=C(c3ccc([N+](=O)[O-])cc3)C2)c(O)c1,1%,i,-4%,0%,-2%,11%,-0.2%,-2.5,5%
O=C(NCc1ccc2c(c1)OCO2)C12CC3CC(CC(C3)C1)C2,-9%,i,4%,-11%,1%,1%,-0.8%,-1.5,1%
CC(C)(C)N(Cc1ccccc1)C(=O)COC(=O)C1CC(=O)N(Cc2ccccc2)C1 (centres undefined),2%,i,-21%,-15%,x,-28%,-0.2%,-2.4,7%
Cc1c(C(=O)N2CCCC2)sc(NC(=O)c2ccco2)c1C#N,2%,i,2%,29%,-4%,-14%,4.8%,1.7,u
Cc1ccc(CC(CC(=O)Nc2cccc(C(F)(F)F)c2)C(=O)O)cc1 (centres undefined),-9%,i,-3%,28%,4%,4%,-0.9%,1.8,1%
C=CCNC(=O)NC(=O)COC(=O)c1cccnc1SC,0%,i,14%,5%,1%,0%[57.1 µM],0.6%,0.5,2%
Cc1c([N+](=O)[O-])cc(C(=O)Nc2ccc(NC(=O)c3ccco3)cc2)cc1[N+](=O)[O-],u,i,-2%,26%,1%,2%,-0.4%,-0.7,-23%
Cc1cc(=O)oc(C)c1C(=O)NCC(C)C,-7%,i,2%,5%,-1%,11%,-0.9%,-4.7,-7%
CCCn1c(SCC(=O)N2CCCCC2)nc2c1c(=O)n(C)c(=O)n2C,-2%,i,-4%,-7%,0%,3%,0.2%,-0.5,9%
CCOCCCn1c(SCC(=O)N2CCOCC2)nc2ccccc2c1=O,-21%,i,4%,-5%,-2%,-4%,-0.5%,-0.3,u
Cc1cc(Oc2ccccc2)nc(N2CCOCC2)n1,7%,i,0%,5%,-5%,-18%,0.6%,-1.7,14%
CC(=O)c1ccc(N2CCN(C(=O)Nc3cccc(F)c3)CC2)cc1,11%&-8%,i,6%,0%,3%,-3%,6.1%&5.1%,-0.1,13%&8%
O=C(COC(=O)c1ccccc1Cl)NC(=O)NCc1ccccc1,14%,i,17%,-19%,3%,-17%,0.3%,-2.4,16%
O=C(O)c1ccc2cccc(Cl)c2c1O,-3%,i,1%,34%[activator],u,-3%,0.7%,-0.7,-20%

SMILES,A549 tox,Akt phos inh,EPAC2 agonist,TGFb inhibitor,MmCpn inh,EPAC2 antagonist,Nrf2 ARE act,CCT modulator,Nrf2 block
CSCCC(NC(=O)c1ccccc1)C(=O)Nc1ccncc1 (centres undefined),-2%,i,-4%,-15%,-1%,-6%,3.4%,-0.8,-30%
CCN(CC)C(=O)Oc1ccc(Cl)c2ccccc12,-2%,i,10%,0%,0%,-2%,0.8%,2.1,7%
CCN(CC)CCOC(=O)c1ccc(NC(=O)c2cc3c(s2)-c2ccccc2OC3)cc1,u,x,x,11µM*,x,x,6.6%,x,u
Cc1cc(NC(=O)NC(C)(C(F)(F)F)C(F)(F)F)no1,2%,i,-3%,0%,1%,5%,-0.1%,-5.7,-2%
Cc1ccc(C)c(-c2csc(N)c2C(=O)OC(C)C)c1,1%,i,-13%,u,0%,u,-0.9%,0.1,-10%
N#CCCN(C(=O)COC(=O)c1cccc(S(=O)(=O)Nc2ccc([N+](=O)[O-])cc2)c1)c1ccccc1,u,i,-13%,-29%,0%,-5%,0.7%,-1.9,u
CCCCCCCN1C/C=C\C(c2ccc(OC)cc2)N(Cc2ccc(F)cc2)C(=O)[C@H]1Cc1ccccc1 (some centres undefined),7%,i,-2%,6%,1%,-17%,2.5%,-0.4,2%
CCOc1cc(CO)cc(Br)c1OCC(=O)Nc1ccccc1C,1%,i,6%,-18%,1%,-23%,0.1%,-1.8,-21%
COc1ccc(CNC(=O)Nc2cc(C)cc(C)c2)cc1,0%,i,3%,-3%,2%,3%,-0.9%,-20,2%
CC(C)c1ccc(OCC(=O)NC2=NCCS2)cc1,2%,i,-2%,6%,1%,0%,0.5%,-2.3,u

Marked active in EPAC2 agonist, among the entries above:
Compound	Akt phos inh	EPAC2 agonist	MmCpn inh	EPAC2 antagonist	Nrf2 ARE act	CCT modulator
O=C(Nc1nc2ccc(Cl)cc2s1)C1CCCO1 (centres undefined)	x	7.9µM*	2%	-4%	2.6%	-0.8
